RSV antiviral HEp-2 – RSV antiviral activity via CPE protection, HEp-2 cells, primary 10 µM value included (AID 2391) | CPE inhibition, % at 10 µM, or IC50 in µM where a hit was titrated | HEp-2 cells, RSV-induced CPE inhibition; higher % means a stronger effect | 310,000 compounds, 0.13% hits; in the data active means a potency from the dose series; inconclusive means CPE inhibition mostly from about 23% at the one dose, without a potency; inactive means the rest, 99 in 100 with CPE inhibition below about 21%; further: strong numbers were not always called active
Rac1 GTP hydrolysis – MgcRacGAP GTPase-activating activity inhibitors, confirmation, biochemical, ADP Hunter fluorescence. 340,000 compounds, 0.6% hits. MgcRacGAP-stimulated Rac1 GTP hydrolysis, ADP Hunter fluorescence; higher % means a stronger effect; GST-tagged Rac1 F28L mutant substrate. one-dose inhibition, % at 30 µM; IC50 in µM for titrated hits. AID 624330, 2012. Rac GTPase-activating protein 1 (Homo sapiens);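 active means first-screen hits whose inhibition reached a set limit at any dose in the follow-up dose series; inconclusive means inhibition above the set first-screen limit but never retested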;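 further: fluorescence reports GDP produced by GAP-driven GTP hydrolysis; strong numbers were not always called active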
HIV peptide binding – inhibitors of HIV fusion peptide binding, primary screen, biochemical, uHTS, fluorescence dequenching (AID 1986). cell-free peptide binding, fluorescence dequenching, 30 min; higher % means a stronger effect. one-dose inhibition, % at 20 µM; IC50 in µM for titrated hits. 290,000 compounds, 0.3% hits; in the data active means inhibition mostly above about 52%, no sharp cut-off; inactive means mostly below about 76%; further: some results filed as inactive read as strong as hits
NS5 inhibitors – Dengue-2 NS5 methyltransferase inhibitors, primary screen, biochemical, confirmation dose response (AID 588689). Genome polyprotein (Dengue virus type 2 (strain 16681-PDK53)). Dengue-2 NS5 methyltransferase capping enzyme assay, biochemical; higher % means a stronger effect. inhibition, % at 25 µM; hits with a dose series show IC50 in µM. 340,000 compounds, 0.3% hits; in the data active means a potency from the dose series; inconclusive means inhibition above about 29% without an active follow-up result
GPR55 LPI antagonism – GPR55 antagonists blocking LPI-driven arrestin recruitment, primary screen, imaging, U2OS, beta-arrestin-GFP, LPI agonist (AID 2013); 290,000 compounds, 0.13% hits; U2OS GPR55 beta-arrestin-GFP translocation imaging, LPI antagonism; higher % means a stronger effect; inhibition, % at 10 µM; hits with a dose series show IC50 in µM;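 active means spots per cell inhibited over 60%, with over 100 cells counted and total cytoplasm intensity under 500,000; inconclusive means wells with under 100 cells, flagged as likely toxic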;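 further: U2OS cells stably carrying GPR55 and arrestin-GFP stimulated by 5 µM LPI near EC80; imaged beta-arrestin-GFP aggregate spots per cell after agonist stimulation; plate controls were LPI-stimulated DMSO wells for no effect and DMSO wells without LPI for full effect; some results filed as inactive read as strong as hits; confirmed hits need IC50 under 10 µM and bright autofluorescent wells are also inconclusive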
PhoP inhibition – inhibitors of PhoP regulon expression, primary screen, Salmonella Typhimurium, GFP reporter (AID 1863); one-dose inhibition, % at 50 µM; IC50 in µM for titrated hits; 300,000 compounds, 0.16% hits; S. Typhimurium PhoP-regulated promoter GFP reporter, 4 h; higher % means a stronger effect;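 active means inhibition over 29.93%, a cutoff 3 SD above the screen mean, later confirmed by dose response; inconclusive means inhibition over 29.93% but no dose response follow-up; inactive means inhibition at most 29.93% or unconfirmed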;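 further: 0% = low Mg2+ inducing control and 100% = high Mg2+ repressing control; strong numbers were not always called active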
GPR35 antagonists – GPR35 antagonists blocking zaprinast-driven arrestin recruitment, primary screen, imaging, U2OS, beta-arrestin-GFP, zaprinast agonist (AID 2058); U2OS GPR35 beta-arrestin-GFP translocation imaging, zaprinast antagonism; higher % means a stronger effect; inhibition, % at 10 µM, or IC50 in µM where a hit was titrated; 290,000 compounds, 0.052% hits;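 active means inhibition of at least 50% with at least 30 cells and total cytoplasm GFP at most 10,000,000; inconclusive means under 30 cells or total GFP of 10,000,000 plus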
UTI89 phage lysis – inhibition of K1F phage lysis, E. coli UTI89, bacterial capsule biogenesis inhibitors, alamar blue (AID 488966); E. coli UTI89 K1F phage lysis, alamar blue, 2 h; higher % means a stronger effect; inhibition, % at 100 µM, or IC50 in µM where a hit was titrated; 340,000 compounds, 0.02% hits;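 active means phage lysis inhibition, versus mean bacterial control, above a set limit; inconclusive means no clear call, values can overlap the other calls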;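 further: capsule biogenesis inhibitors block K1F phage lysis so surviving cells raise fluorescence; higher fluorescence means more inhibition of phage lysis; actives were called in the ten point dose series up to 300 µM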
SV40 large T antigen – SV40 large T antigen inhibitors, biochemical (AID 1903); SV40 large T antigen ATPase/helicase inhibition assay; higher % means a stronger effect; one-dose inhibition, % at 20 µM; IC50 in µM for titrated hits; 310,000 compounds, 0.39% hits; in the data active means a potency from the dose series; inconclusive means inhibition mostly from about 32% at the one dose, without a potency; inactive means the rest, 99 in 100 with inhibition below about 32%; further: strong numbers were not always called active
NS5 inhibitors pilot replicate – second read-out of NS5 inhibitors, no call of its own (marks repeat the call); inhibition, %; measured here: pilot screen replicate inhibition
* marks the source's active call; other numbers are inactive results; ? = inconclusive; nt = not tested or not shown; [ ] = dose if it differs, or a comment. No enrichment for hits. About 1.5% of those tested had a hit in this group.

SMILES	RSV antiviral HEp-2	Rac1 GTP hydrolysis	HIV peptide binding	NS5 inhibitors	GPR55 LPI antagonism	PhoP inhibition	GPR35 antagonists	UTI89 phage lysis	SV40 large T antigen	others
CCC(=O)N1C(C(=O)N2CCCC2)CSC1c1ccc(OC)cc1 (centres undefined)	-0.8%	2%	-0.9%	-4%	6%	3%	-8%	-1.2%	6%
CN(C)c1ccc(/C=C(/NC(=O)c2ccccc2)C(=O)N/N=C/c2ccc([N+](=O)[O-])c(O)c2)cc1	2.6%	9%	16%	-7%	2%	12%	30%	-1.1%	24%
CC(O)c1nc2ccc(C(=O)O)cc2[nH]1 (centres undefined)	4.1%	-14%	-1.2%	2%	-15%	-9%	-6%	0.2%	21%
O=C(O)C1CCN(C(=O)CSc2nc3ccccc3s2)CC1	-0.2%	-5%	0.2%	1%	-2%	-5%	3%	-1.3%	11%
CC(CCc1ccccc1)NC(=O)C1CCN(S(=O)(=O)N2CCCCC2)CC1 (centres undefined)	-1.5%	5%	-1.5%	-1%	25%	4%	4%	0.1%	-3%
CN(C)c1nccc(NCc2ccccc2)c1C#N	-1.0%	11%	2.2%	-3%	0%	2%	6%	-0.1%	14%
CC(C)(/C=N/NC(=O)CSCc1ccc(Cl)cc1)CCC#N	1.8%	-1%	-0.6%	0%	-6%	7%	11%	3.0%	8%
O=C(O)c1ccc(NS(=O)(=O)c2ccc(C(=O)Nc3ccccc3)cc2)cc1	9.0%	2%	0.8%	5%	3%	10%	-1%	-0.1%	3%
O=C(NNS(=O)(=O)c1ccccc1[N+](=O)[O-])c1cccc([N+](=O)[O-])c1	1.2%	9%	1.4%	-4%	14%	-6%	-2%	-0.1%	4%
CCCC(C(=O)NCc1ccco1)N(CC1CCCO1)C(=O)CNS(=O)(=O)c1ccc(F)cc1 (centres undefined)	0.2%	5%	-0.5%	-1%	3%	2%	8%	0.3%	0%
CN(C(=O)c1ccncc1)C1CCCN(Cc2ccccc2F)C1 (centres undefined)	2.5%	12%	2.2%	-10%	15%	-4%	-4%	0.0%	12%
Cc1cc(C)c(C#N)c(Sc2ccccc2N)n1	4.1%	8%	0.4%	18%	8%	-1%	11%	0.2%	6%
CC(=O)N1CCc2cc(S(=O)(=O)NC(C(=O)Nc3nc(C)cs3)C(C)C)ccc21 (centres undefined)	1.0%	-7%	-0.2%	-2%	1%	3%	-7%	2.4%	-1%
CC(Sc1nc(O)c(-c2ccccc2)c(=O)[nH]1)C(=O)Nc1ccc(Cl)cc1 (centres undefined)	5.9%	4%	9.0%	-6%	0%	3%	-5%	-1.4%	11%
CC1Cc2cc(S(=O)(=O)N3CCC(C(=O)Nc4ccccn4)CC3)ccc2N1C(=O)C1CCC1 (centres undefined)	-0.7%	7%	-1.0%	-8%	5%	-2%	-12%	0.0%	16%
O=C(O)Cn1cc(C(=O)C(F)(F)F)c2ccccc21	0.3%	-2%	-0.5%	nt	14%	-8%	-5%	0.3%	25%
Cn1c(SCC(=O)c2ccccc2)nnc1C1CC1	0.1%	15%	2.2%	-5%	12%	28%	5%	0.4%	3%
Cc1cc2c(cc1C)C(c1ccccc1F)CC(=O)N2 (centres undefined)	6.8%	7%	1.7%	7%	-10%	-4%	2%	-0.3%	10%
Cc1nnc(NC(=O)CSc2nnc(CNC(=O)c3ccc(S(=O)(=O)N(C)C)cc3)o2)s1	1.4%	5%	0.6%	3%	8%	-8%	4%	-0.3%	6%
COc1cccc(-c2n[nH]c(=S)n2Cc2ccco2)c1OC	0.8%	4%	0.7%	-6%	10%	-15%	-11%	2.9%	4%
CC1(C)CC(NC(=O)COc2ccc3ccc(=O)oc3c2)CC(C)(C)N1	3.2%	14%	-1.0%	-1%	15%	4%	14%	0.1%	11%
CCCCn1nnnc1SCC(=O)c1ccc(C)c(C)c1	0.6%	11%	-0.6%	-2%	-3%	7%	12%	3.2%	2%
COc1ccccc1NC(=O)/C(=N/OCc1ccc(F)cc1)C(C)=O	0.1%	8%	0.5%	-1%	1%	-5%	-15%	-0.6%	5%
CSc1nnnn1-c1ccc(C)c(Cl)c1	?	10%	-0.8%	-5%	-2%	2%	8%	0.4%	9%
Cc1ccc(C(=O)CN(Cc2ccccc2)C2=NCCS2)cc1	0.7%	6%	0.1%	2%	14%	0%	2%	0.3%	-1%
Cc1ccc(NC(=O)Nc2ccc(S(N)(=O)=O)cc2)cc1	-0.5%	4%	-0.9%	-13%	6%	4%	-13%	-1.4%	1%
O=C(Nc1cccc(F)c1)/C(=C\c1ccco1)NC(=O)c1ccco1	0.9%	nt	-1.2%	-24%	-2%	-8%	3%	0.0%	5%
O=C(NCCCn1ccnc1)C(=O)c1c[nH]c2ccccc12	1.1%	4%	-0.2%	-3%	-13%	8%	2%	0.3%	4%
CCOC(=O)N1CCN(C(=O)CSCC(=O)Nc2nc(-c3ccc(OC)cc3)cs2)CC1	6.7%	11%	-2.4%	-1%	16%	1%	-3%	-0.2%	4%
CCc1nn(CC(=O)NCCN2CCN(C)CC2)c(=O)c2cc3c(OC)cccc3n12	-1.3%	16%	-0.7%	-3%	3%	4%	58%	-0.2%	3%
COC(=O)c1[nH]c(C)c(/C(O)=C2\C(=O)C(=O)N(CCN(C)C)C2c2cccs2)c1C (centres undefined)	0.0%	3%	0.8%	4%	-7%	3%	10%	0.6%	0%	NS5 inhibitors pilot replicate=0.6
O=C(NCc1ccco1)c1cc(-c2ccccn2)nc2ccccc12	2.3%	9%	1.5%	3%	2%	21%	8%	2.4%	-1%
Cc1ccccc1Nc1nnc(SCC(=O)NC2CCCc3ccccc32)s1 (centres undefined)	7.5%	2%	1.2%	-5%	10%	29%	25%	-0.6%[50 µM]	-5%
CN(C)S(=O)(=O)c1cccc(-c2nn(-c3ccccc3)cc2/C=C2\SC(=S)N(CC(=O)O)C2=O)c1	1.7%	-3%	15µM*	80µM*	-3%	-2%	-6%	-0.2%	35%
O=C(O)CC(NC(=O)c1ccncc1)c1ccccc1 (centres undefined)	3.2%	5%	-0.6%	5%	2%	8%	10%	0.9%	9%
O=C(NCCc1ccccn1)c1ccc(OC(F)F)cc1	2.9%	5%	1.5%	-9%	-1%	4%	-8%	0.1%	9%
Cc1ccc2nc(-c3ccc(-c4ccccn4)s3)cn2c1	3.6%	8%	0.9%	0%	1%	-11%	-10%	0.4%	16%
Cc1ccc(N2CC(C(=O)NCc3n[nH]c(=O)c4ccccc34)CC2=O)cc1C (centres undefined)	-2.2%	-1%	nt	-4%	nt	-2%	nt	2.0%[50 µM]	0%
Nc1n[nH]c(N)c1N=Nc1cccc(C(F)(F)F)c1	3.6%	15%	-1.6%	5%	-15%	-3%	20%	0.0%	18%
COc1ccc(NC(=O)NC2CCCc3ccccc32)cc1 (centres undefined)	12%	0%	1.5%	-7%	-5%	3%	4%	1.1%	11%
Cc1cccc(C(=O)Nc2ccc3c(c2)ncn3C)c1	3.4%	7%	0.1%	5%	-6%	-7%	2%	0.3%	10%
O=C(NNC(=O)c1cccs1)c1ccco1	3.9%	2%	1.2%	-9%	4%	nt	-5%	-0.5%	nt
COc1ccc(C(=O)OCC(=O)NC2CC2)cc1[N+](=O)[O-]	1.3%	6%	-0.8%	-5%	9%	0%	-5%	0.0%	14%
O=C(Nc1ccc(S(=O)(=O)Nc2nccs2)cc1)c1cccc(N2C(=O)c3ccccc3C2=O)c1	-0.6%	7%	23%	-17%	-3%	-7%	3%	-0.9%[50 µM]	7%
O=C(CC1SC(N2CCCCC2)=NC1=O)Nc1ccc(C(=O)NCCc2ccc(F)cc2)cc1 (centres undefined)	7.9%	1%	nt	3%	nt	nt	nt	-0.1%[50 µM]	nt
O=C(NCCCN1CCOCC1)c1onc(CSc2ccncc2)c1C(=O)NCCCN1CCOCC1	-0.7%	9%	nt	-3%	nt	5%	nt	1.0%	5%
COc1ccc(-n2nnc3c(=O)n(C/C=C/c4ccccc4)cnc32)cc1	-0.1%	10%	3.5%	7%	2%	2%	-18%	0.1%	1%
COC(=O)C1[C@H]2C(=O)N(Cc3cccs3)C[C@]23C=C[C@H]1O3 (some centres undefined)	1.1%	-3%	7.1%	-1%	0%	-3%	0%	-1.2%	1%
Cc1noc(C)c1COC(=O)CNC(=O)c1ccc(Cl)cc1	1.3%	10%	-1.1%	-3%	6%	4%	0%	0.3%	8%
COc1cc(SC)ccc1C(=O)OCC(=O)N1CCN(C(C)=O)CC1	-1.7%	4%	nt	-5%	nt	-17%	nt	1.2%[50 µM]	13%
COc1ccccc1OCc1nnc(SCC(=O)c2cc(Cl)ccc2OC)o1	2.7%	6%	-1.1%	1%	-5%	8%	-3%	4.3%	1%
COc1ccccc1N(CC(=O)N1CCCCCC1)S(=O)(=O)c1ccc(C)cc1	2.7%	6%	1.2%	-3%	9%	4%	4%	-0.3%	-9%
C=CCNC(=O)C1CC(=O)N(c2ccc(OCc3ccccc3Cl)cc2)C1 (centres undefined)	7.2%	9%	-1.5%	-3%	-4%	4%	18%	1.6%	0%
COc1cccc(NC(=O)[C@@H]2CCCN2C(=O)C2CCN(S(=O)(=O)c3ccc(C)cc3)CC2)c1	0.9%	1%	5.4%	-5%	3%	-1%	10%	-0.3%	-4%
CC(C)Cn1c(-c2cc([N+](=O)[O-])ccc2Cl)nc2c1c(=O)[nH]c(=O)n2Cc1ccccc1	14%	5%	-1.4%	3%	-7%	-3%	-18%	2.5%	10%
O=C1CC(N2CCSCC2)C(=O)N1CCc1ccccc1 (centres undefined)	0.5%	7%	2.1%	-2%	-4%	0%	8%	4.9%	4%

Screening results as filed in PubChem BioAssay.
